TRHR ag: activates the human TRH receptor; P34981; TRHR cells, calcium flux fluo-8, FDSS agonist mode; activation, % at 2 µM; 360,000 tested, 0.18% active; further: 0% is about no effect
Target sequence (P34981 whole entry, looked up): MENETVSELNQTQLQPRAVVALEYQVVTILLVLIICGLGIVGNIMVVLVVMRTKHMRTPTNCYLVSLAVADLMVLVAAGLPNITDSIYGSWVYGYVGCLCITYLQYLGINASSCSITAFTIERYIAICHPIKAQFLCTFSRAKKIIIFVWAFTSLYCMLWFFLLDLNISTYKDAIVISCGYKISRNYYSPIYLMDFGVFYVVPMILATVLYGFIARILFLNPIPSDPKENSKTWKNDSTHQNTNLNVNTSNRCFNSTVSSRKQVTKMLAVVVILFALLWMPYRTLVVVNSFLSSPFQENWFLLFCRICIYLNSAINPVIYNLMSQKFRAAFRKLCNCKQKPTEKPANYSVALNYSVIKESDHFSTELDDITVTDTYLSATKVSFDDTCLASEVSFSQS
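TRHR-expressing cells loaded with fluo-8 calcium dye; 23 nL library compound pin-transferred, kinetic FDSS fluorescence (Ex 480/Em 530) recorded about 180 s for agonist-induced calcium release, before a 10 nM TRH EC20 addition for potentiator mode.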
TRHR PAM: TRH receptor (human) allosteric enhancement; AID 493056; enhancement, % at 2 µM; TRHR cells, fluo-8 calcium fluorescence, EC20 TRH enhancement; 360,000 tested, 0.66% active; in the data active means enhancement above about 30%; further: 0% is about no effect
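TRHR-expressing cells loaded with fluo-8 calcium dye were read kinetically (ex 480/em 530) during compound addition, then stimulated with an EC20 of TRH (10 nM final). Enhancement of the Gq-mediated intracellular calcium response was scored.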
D1 antag: blocks dopamine activation of the human D1 receptor | HEK293 TREx D1 cells, calcium flux, dopamine EC80; stronger effect = lower value | activity change, negative = inhibition, % at 10 µM | 360,000 tested, 3.2% active | P21728; in the data active means activity change below about -30%; further: on the % scale 0 is the no-effect control and ±100 the full control effect
Target sequence (P21728 whole entry, looked up): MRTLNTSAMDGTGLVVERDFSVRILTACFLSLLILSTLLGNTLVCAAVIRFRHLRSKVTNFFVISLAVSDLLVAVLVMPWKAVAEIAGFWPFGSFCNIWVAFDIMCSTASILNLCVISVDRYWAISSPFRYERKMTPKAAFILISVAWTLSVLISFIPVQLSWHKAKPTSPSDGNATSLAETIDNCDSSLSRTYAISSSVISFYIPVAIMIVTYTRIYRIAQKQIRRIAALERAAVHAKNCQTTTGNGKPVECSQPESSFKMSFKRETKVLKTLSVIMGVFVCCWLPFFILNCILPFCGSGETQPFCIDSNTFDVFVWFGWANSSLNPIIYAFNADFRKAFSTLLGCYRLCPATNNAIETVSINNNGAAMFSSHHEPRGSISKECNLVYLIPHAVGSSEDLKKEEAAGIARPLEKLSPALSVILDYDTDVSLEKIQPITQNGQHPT
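Compound effects on dopamine-evoked calcium signalling were measured in tetracycline-induced HEK293 Trex D1 cells. Dopamine at EC80 followed a 180 s compound pre-read, and fluorescence was tracked kinetically for 180 s more.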
D1 potentiator: human D1 dopamine receptor positive modulation; P21728; HEK293 TREx D1 cells, calcium flux, dopamine EC20 potentiation; potentiation, % at 10 µM; 360,000 tested, 0.036% active; AID 504651; in the data active means potentiation above about 30%; further: 0% is about no effect
D2 ag: D2 dopamine receptor (human) agonism | P14416 | HEK293 T-REx D2 cells, calcium flux agonist mode | activation, % at 2 µM | 340,000 tested, 0.53% active | AID 485358;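 active means activation over 3 SD above normal in the single-dose calcium agonist read, cut at about 30% in these data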; further: 0% is about no effect
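Agonism is scored from calcium flux in a force-coupled, inducible HEK293 cell line expressing D2, read kinetically for 180 s after compound addition against dopamine controls.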
D1 agonist: agonists of human D1 dopamine receptor | P21728 | HEK293 T-REx D1 cells, calcium flux, agonist mode | activation, % at 2 µM | 360,000 tested, 1% active | AID 504660; further: 0% is about no effect
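Tetracycline-induced HEK293 TREx D1 cells, force-coupled to calcium signalling, were dye-loaded with a no-wash calcium kit. Compound was pin-added after a 10 s baseline. Fluorescence was read kinetically at 1 cycle/s for 180 s, with calcium rises flagged as agonism.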
RXFP1 antag: blocks the human relaxin receptor RXFP1. Q9HBX9. HEK293-RXFP1, relaxin-stimulated cAMP HTRF, 30 min; stronger effect = lower value. activity change, negative = inhibition, % at 57.5 µM. 350,000 tested, 0.59% active;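 active means activity change of -60% or lower, but not beyond a set lower limit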; further: on the % scale 0 is the no-effect control and ±100 the full control effect
D2 antagonist: antagonizes the human D2 dopamine receptor. P14416. HEK293 TREx D2 cells, calcium flux, dopamine EC80. inhibition, % at 10 µM. 340,000 tested, 2% active; in the data active means inhibition above about 30%; further: 0% is about no effect
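Measurement of antagonist activity uses fluorescent calcium dye in inducible HEK293 T-REx D2 cells: 10 s baseline, compound addition with 180 s read, EC80 dopamine addition with a further 180 s read.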
D2 potentiator: D2 dopamine receptor (human) potentiation. P14416. HEK293 T-REx D2, calcium flux, EC20 dopamine potentiation. potentiation, % at 10 µM. 340,000 tested, 0.34% active. AID 485347;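 active means potentiation over 3 SD above the plate norm, cut at about 30% in these data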; further: 0% is about no effect
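Potentiation of an EC20 dopamine calcium response is measured in a force-coupled, tetracycline-inducible Hek293 Trex D2 line. Compound-only kinetic reads over 180 s flag agonists before dopamine addition.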
An asterisk follows results filed as active; / = no result given; & = joins results of further samples. Unless noted, no stated cut-off is given here; in the data, active means activation above about 30%; inactive means the rest. Hits appear at their usual frequency. Share with any hit: about 7.1%.

SMILES	TRHR ag	TRHR PAM	D1 antag	D1 potentiator	D2 ag	D1 agonist	RXFP1 antag	D2 antagonist	D2 potentiator
Cc1csc(NC(=O)c2cc(C)nc3ccccc23)n1	0.1	0	2	5	0.3	2	-12	-9	2
O=C(COC(=O)C1CCCCC1)Nc1cccc(Br)c1	1.0	7	-11	-2	0.4	0	-3	5	-5
NC(=O)CSc1nnc(CSc2ncccn2)n1-c1ccccc1	0.5	-5	8	-12	0.2	2	-5	8	-1
COC(=O)CC/C(=N/Nc1ccc(Cl)c(Cl)c1)C(=O)OC	-0.7	2	-2	-1	-0.2	0	-9	-13	0
COc1ccc(/C=C(/C#N)c2cccnc2)cc1OC	-0.6	-4	-16	-2	-1.3	-1	/	13	-7
CCCCOc1ccc(/C(O)=C2/C(=O)C(=O)N(CCCOC)C2c2ccncc2)cc1 (stereo not drawn)	-0.1	3	2	4	/	-1	17	/	15
Cc1ccc(S(=O)(=O)N2CCOCC2)cc1C(=O)N1CCN(S(=O)(=O)c2cccc(F)c2)CC1	-2.5	-5	12	-2	0.5	2	3	-4	-2
COCCNC(=O)/C(C#N)=C/C=C/c1ccccc1[N+](=O)[O-]	0.9	2	14	-3	-0.3	-3	-7	14	5
Oc1ccc(Br)cc1-c1cc(-c2ccc(Cl)cc2)n[nH]1	-0.5	-1	0	4	0.0	-4	-8	-5	9
O=[N+]([O-])c1ccc(NC(=S)N2CCN(c3ccc(F)cc3)CC2)cc1	0.2	2	19	-10	/	4	/	/	/
COCc1[nH]nc2c1C(c1ccccc1OC)C(C#N)=C(N)O2 (stereo not drawn)	-0.1	4	-5	1	0.0	3	12	5	3
Cc1sc2ncnc(N)c2c1C	-0.1	-3	-5	3	-0.6	1	13	14	-1
COc1ccc(-n2nnnc2SCC(=O)N2CCCC2=O)cc1	0.8	5	-9	-3	0.0	8	5	-17	-3
O=C(COC(=O)/C=C/c1ccc([N+](=O)[O-])cc1)Nc1ccc2[nH]c(=O)[nH]c2c1	0.3	4	2	-4	0.0	1	-69*	-13	-4
O=C(CN1CCN(CC(=O)Nc2ccc(F)cc2)CC1)NCC1(N2CCOCC2)CCCCC1	-0.5	-4	0	-10	0.2	0	-6	-23	-16
Brc1cccc(CNc2nc3ccccc3n2CCN2CCOCC2)c1	-0.5	-7	5	1	/	0	-17	/	/
Cc1sc2nc(CSCC(=O)Nc3ccc(C(F)(F)F)cc3)[nH]c(=O)c2c1C	1.2	13	-5	-6	0.6	-1	1	-17	3
CCc1ccc(NC(=O)CN2C(=O)C3(SCC(=O)N3c3ccccc3)c3ccccc32)cc1 (stereo not drawn)	-0.7	27	-5	-1	0.2	0	/	/	2
Cc1c(C(=O)Nc2ccc(-c3nnc4n3CCCCC4)cc2)oc2ccc(Br)cc12	-0.5	0	-3	-2	-2.6	-1	/	-5	8
CCOC(=O)c1cc(CC)sc1N1C(=O)CC(Sc2ncccc2C(=O)O)C1=O (stereo not drawn)	0.1	4	-14	-3	-0.4	2	-22	8	1
CCN(CC)S(=O)(=O)c1ccc(C)c(NC(=O)CN2C(=O)NC3(CCCC3)C2=O)c1	0.0	-4	-26	5	-0.3	2	-10	12	-6
O=C(CSc1ncnc2c1cnn2-c1ccc(F)cc1)NCc1ccc2c(c1)OCO2	-0.5	7	23	0	-0.6	1	-5	-4	13
COc1ccc(CNC(=O)c2ccc(-c3ccccc3)cc2)cc1OC	-0.2	-4	-21	0	-0.6	6	-4	2	3
CCOc1ccc(NC(=S)N(CCOC)C(C)c2cccnc2)cc1 (stereo not drawn)	-0.8	0	7	2	-0.8	0	-4	1	6
N=c1occ(C(=O)c2cc(F)ccc2O)cc1C(=O)NC1CCCCC1	0.0	-4	-13	-3	-0.2	5	-10	-31	/

Continued.
SMILES	TRHR ag	TRHR PAM	D1 antag	D1 potentiator	D2 ag	D1 agonist	RXFP1 antag	D2 antagonist	D2 potentiator
CSc1ccccc1OCc1cc(C(=O)N(C)C(C)c2ccccn2)no1 (stereo not drawn)	-0.9	-3	18	5	-0.9	3	-8	6	-6
O=C(NCCCN1CCOCC1)c1ccc(Cl)cc1[N+](=O)[O-]	0.9	-1	-17	-1	0.8	2	3	10	-2
CCc1cc2ccccc2nc1SCC(=O)Nc1cc(C)on1	-0.1	-3	-3	3	0.2	3	-9	-5	5
Cn1c2c(c(=O)c3ccccc31)CCC(C)(C)O2	-0.5	13	-29	-4	-0.1	2	/	28	-1
CCCCn1nc(NC(=O)c2cccc(Cl)c2)c2cc3cccc(C)c3nc21	0.9	-5	-6	-1	0.4	0	0	/	-8
COc1ccc(NC(=O)C(NC(=O)/C=C\c2ccc3c(c2)OCO3)c2ccc(OC)cc2)cc1 (stereo not drawn)	-0.5	13	-4	1	-0.4	5	-6	/	12
Cc1occc1C(=O)N1CCCC(Nc2ccc(F)cc2)C1 (stereo not drawn)	0.1	5	-5	2	/	7	0	/	/
CCC(C(=O)NC1CCCC1)N(C(=O)Cn1nnc(-c2ccc(C)o2)n1)c1cccc(O)c1 (stereo not drawn)	0.0	20	-3	-7	0.6	1	6	-17	1
Oc1ccc(Cl)cc1CNc1ccccn1	-0.3	-4	9	-2	1.6	3	7	8	-8
Cc1c(Cl)cccc1NC(=O)C(=O)NNC(=O)c1ccccc1F	1.4	-2	2	-2	-0.2	7	-21	-3	3
O=S(=O)(NCc1ccccn1)c1ccc(F)cc1	0.0	0	23	-5	0.3	1	-4	24	-7
CCOc1ccc(C(=O)N/N=C/c2cccc3cccnc23)cc1	-0.6	3	18	-10	0.5	1	-25	24	-10
CCOC(=O)[C@H]1[C@H]2COc3ccc(C)cc3[C@@H]2N2C(=O)CN(Cc3ccc(OC)cc3)C(=O)[C@@]12C	-0.4	4	/	-1	-0.2	-3	/	5	14
CN(C)CCC(c1ccc(Cl)cc1)c1ccccn1 (stereo not drawn)	-0.1&0.4&0.9	-5&-6&-8	17&-4&10	-7&-2&1	-0.5&0.9&1.3	-1&1&4	/	8&14&-23	-6&-7&-8
CC(C)CC(=O)Nc1ccc(Cl)c(-c2nc3ccccc3[nH]2)c1	-1.3	-6	-15	0	/	-1	-3	/	-16
COc1cccc(NC(=O)C2CCN(c3ncccn3)CC2)c1	-1.3	5	-2	-4	-0.6	5	11	-8	-4
COCCn1c(SCc2ccc(C(=O)OC)o2)nc2ccccc2c1=O	-0.4	-8	0	-1	0.7	0	-9	-20	9
Cc1ccc2c(CSc3nnc(C4CC4)n3N)cc(=O)oc2c1	-0.1	2	35	-7	0.9	2	-3	0	-2
C=CCN(c1ccccc1)S(=O)(=O)c1cccc(C(=O)Oc2ccc3c(C)cc(=O)oc3c2)c1	1.0	-2	-3	-7	13	3	-4	-9	3
Nc1ncc(Br)cc1S(=O)(=O)Nc1cc(C(F)(F)F)cc(C(F)(F)F)c1	3.6	-7	-34*	-6	5.2	19	0	6	1
Cc1ccc(-n2ncc(C(=O)N3CCCCC3)c2C2CCN(C(=O)OC(C)(C)C)CC2)c(C)c1	-0.2	9	1	2	-0.5	-1	-15	/	0
CCCCn1c(N)c(N(CC(C)C)C(=O)CN2C(=O)C3CCCCC3C2=O)c(=O)[nH]c1=O (stereo not drawn)	-0.2	-3	4	-3	0.4	1	-6	-10	20
O=C1COc2ccc(C(=O)COC(=O)Cc3ccc(F)cc3)cc2N1	0.0	7	-1	0	-0.3	10	-11	2	4
O=C(Nc1ccccc1C(=O)N1CCCCC1)c1cc(F)c(F)cc1Cl	-0.3	4	-10	-3	0.8	-1	-16	-13	2
Cc1cccc(C(=O)N(Cc2ccco2)c2c(N)n(Cc3ccccc3)c(=O)[nH]c2=O)c1	-0.7	3	38	-2	0.5	4	4	-3	3

Three entries from above, with two lines to a compound.
Values in the order – TRHR ag	TRHR PAM	D1 antag	D1 potentiator	D2 ag	D1 agonist	RXFP1 antag	D2 antagonist	D2 potentiator
O=C(NCCCN1CCOCC1)c1ccc(Cl)cc1[N+](=O)[O-]
 : 0.9	-1	-17	-1	0.8	2	3	10	-2
CCc1cc2ccccc2nc1SCC(=O)Nc1cc(C)on1
 : -0.1	-3	-3	3	0.2	3	-9	-5	5
Cn1c2c(c(=O)c3ccccc31)CCC(C)(C)O2
 : -0.5	13	-29	-4	-0.1	2	/	28	-1

The list goes on:
SMILES	TRHR ag	TRHR PAM	D1 antag	D1 potentiator	D2 ag	D1 agonist	RXFP1 antag	D2 antagonist	D2 potentiator
COc1ccc(-n2c(C)cc(/C=C/c3nc(O)c([N+](=O)[O-])c(=O)[nH]3)c2C)cc1	0.3	8	-54*	-4	0.7	1	-5	4	-4
CCN(CC)C(=O)CSc1ccccc1N	1.0	10	-2	-2	/	1	0	/	/
O=C1Nc2ccccc2N(O)N1c1cc(-c2ccccc2)[nH]n1	0.4	-4	44	5	2.2	6	-2	13	-3
Cc1nn(Cc2ccccc2Cl)c(C)c1N	-0.4	-2	-10	-2	0.5	3	/	-8	-1
CCOc1ccc(-c2nnn(CC#N)n2)cc1OC	0.1	-1	-8	-8	1.0	0	-7	0	-6
COc1cccc(NC(=O)CN(C)C(=O)CSCC(=O)Nc2ccc(C)cc2)c1	-0.5	0	-9	/	0.4	4	2	11	2

Some entries already given, showing only D1 agonist and TRHR PAM:
structure	D1 agonist	TRHR PAM
Cc1ccc(-n2ncc(C(=O)N3CCCCC3)c2C2CCN(C(=O)OC(C)(C)C)CC2)c(C)c1	-1	9
O=C1Nc2ccccc2N(O)N1c1cc(-c2ccccc2)[nH]n1	6	-4

Reformatted field by field: part of the list above.
COC(=O)CC/C(=N/Nc1ccc(Cl)c(Cl)c1)C(=O)OC
  TRHR ag: -0.7
  TRHR PAM: 2
  D1 antag: -2
  D1 potentiator: -1
  D2 ag: -0.2
  D1 agonist: 0
  RXFP1 antag: -9
  D2 antagonist: -13
  D2 potentiator: 0
COc1ccc(/C=C(/C#N)c2cccnc2)cc1OC
  TRHR ag: -0.6
  TRHR PAM: -4
  D1 antag: -16
  D1 potentiator: -2
  D2 ag: -1.3
  D1 agonist: -1
  RXFP1 antag: /
  D2 antagonist: 13
  D2 potentiator: -7
CCCCOc1ccc(/C(O)=C2/C(=O)C(=O)N(CCCOC)C2c2ccncc2)cc1 (stereo not drawn)
  TRHR ag: -0.1
  TRHR PAM: 3
  D1 antag: 2
  D1 potentiator: 4
  D2 ag: /
  D1 agonist: -1
  RXFP1 antag: 17
  D2 antagonist: /
  D2 potentiator: 15
Cc1ccc(S(=O)(=O)N2CCOCC2)cc1C(=O)N1CCN(S(=O)(=O)c2cccc(F)c2)CC1
  TRHR ag: -2.5
  TRHR PAM: -5
  D1 antag: 12
  D1 potentiator: -2
  D2 ag: 0.5
  D1 agonist: 2
  RXFP1 antag: 3
  D2 antagonist: -4
  D2 potentiator: -2
